M4 antag: human M4 muscarinic receptor antagonists, primary screen, CHO cells, Fluo-8 calcium fluorescence | AID 624125, 2012 | CHO-hM4 cells, ACh EC80 | inhibition, % at 3 µM | 0.73% of 360,000 active | Muscarinic acetylcholine receptor M4 (Homo sapiens), P08173;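 active = inhibition above its plate's cutoff, the mean inhibition of sample wells plus 3 SD, cut at about 27% in these data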;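 also: 0% = acetylcholine EC80 with DMSO and 100% = DMSO without agonist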
Target sequence (P08173 whole entry, looked up): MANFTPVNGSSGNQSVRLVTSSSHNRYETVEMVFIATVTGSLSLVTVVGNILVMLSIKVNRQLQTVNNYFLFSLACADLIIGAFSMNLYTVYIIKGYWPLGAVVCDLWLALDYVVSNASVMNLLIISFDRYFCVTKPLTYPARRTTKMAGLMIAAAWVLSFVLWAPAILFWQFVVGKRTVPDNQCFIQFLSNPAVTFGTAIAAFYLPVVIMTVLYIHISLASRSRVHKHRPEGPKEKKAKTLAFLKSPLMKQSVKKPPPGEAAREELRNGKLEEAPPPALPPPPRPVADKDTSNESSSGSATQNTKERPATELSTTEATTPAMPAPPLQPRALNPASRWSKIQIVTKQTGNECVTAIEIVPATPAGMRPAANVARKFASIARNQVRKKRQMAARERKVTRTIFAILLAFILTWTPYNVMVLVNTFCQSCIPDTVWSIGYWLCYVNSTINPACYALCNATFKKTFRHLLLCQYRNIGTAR
CHRM4 agonist: human M4 muscarinic receptor agonists, primary screen, CHO-K1 cells, Fluo-8 calcium fluorescence; activation, % at 3 µM; Muscarinic acetylcholine receptor M4 (Homo sapiens), P08173; CHO-K1 hM4/Gqi5; vehicle 0%, full acetylcholine response 100%; 0.14% of 360,000 active;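 active = activation above the run mean over all test wells plus 3 SD, cut at about 32% in these data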;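 also: peak over basal fluorescence ratio per well then scaled between controls; 0% = DMSO wells and 100% = acetylcholine at EC100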
M1 ag parental: counter-screen for M1 agonists: effect in parental CHO-K1 cells; 0.48% of 360,000 active; AID 602248, 2012; activation, % at 3 µM; Fluo-8 calcium fluorescence; scaled to maximal ATP response, vehicle zero; in the data active = activation above about 15%;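 also: untransfected CHO-K1 host cells lacking M1 receptor as counterscreen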
CHRM5 antagonist: human M5 muscarinic receptor antagonists, primary screen, CHO cells, Fluo-8 calcium fluorescence; 0.59% of 360,000 active; CHO-hM5 cells, ACh EC80; Muscarinic acetylcholine receptor M5 (Homo sapiens), P08912; inhibition, % at 3 µM;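 active = inhibition above a per-plate cutoff, the mean of that plate's test compounds plus 3 SD, cut at about 27% in these data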;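 also: 0% = acetylcholine EC80 with DMSO and 100% = DMSO without agonist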
Target sequence (P08912 whole entry, looked up): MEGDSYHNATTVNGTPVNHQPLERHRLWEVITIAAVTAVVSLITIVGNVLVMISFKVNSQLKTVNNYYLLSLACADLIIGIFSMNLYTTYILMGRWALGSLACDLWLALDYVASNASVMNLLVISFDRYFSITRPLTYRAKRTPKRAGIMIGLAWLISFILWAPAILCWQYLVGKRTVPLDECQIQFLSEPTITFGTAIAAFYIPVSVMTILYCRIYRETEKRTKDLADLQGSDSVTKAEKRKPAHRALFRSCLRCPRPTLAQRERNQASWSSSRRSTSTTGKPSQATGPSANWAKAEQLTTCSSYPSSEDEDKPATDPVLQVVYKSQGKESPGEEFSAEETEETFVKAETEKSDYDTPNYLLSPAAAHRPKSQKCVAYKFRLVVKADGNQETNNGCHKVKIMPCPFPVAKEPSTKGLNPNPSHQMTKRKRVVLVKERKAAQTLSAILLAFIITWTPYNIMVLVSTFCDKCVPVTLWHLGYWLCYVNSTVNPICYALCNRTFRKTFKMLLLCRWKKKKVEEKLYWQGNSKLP
M1 PAM parental: nonselective calcium activators in parental CHO-K1 cells, primary screen, counter-screen for M1 PAM project, cell-based, Fluo-8 calcium fluorescence, full deck, 1536-well; activation, % at 3 µM; 0.02% of 360,000 active; AID 602247, 2012; ATP EC20; 0% at ATP EC20, 100% at ATP max;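 active = activation above the run cutoff, the mean activation of all test compounds plus 3 SD, cut at about 40% in these data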;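 also: peak over basal fluorescence ratio in a 140 s read after ATP addition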
M5 ag: human M5 muscarinic receptor agonists, primary screen, CHO-K1 cells, Fluo-8 calcium fluorescence | CHO-K1 hM5 cells; 0% DMSO wells, 100% maximal acetylcholine response | 0.19% of 360,000 active | activation, % at 3 µM | AID 624037, 2012;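 active = activation above the run's mean over test compounds plus 3 SD, cut at about 23% in these data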;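 also: signal is peak over basal fluorescence ratio across the kinetic read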
M4 PAM: human M4 muscarinic receptor positive allosteric modulators, primary screen, CHO-K1 cells, Fluo-8 calcium fluorescence; Muscarinic acetylcholine receptor M4 (Homo sapiens), P08173; activation, % at 3 µM; 0.4% of 360,000 active; CHO-K1 hM4/Gqi5, ACh EC20; 0% = ACh EC20, 100% = maximal ACh; AID 624126, 2012;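 active = activation above its plate's cutoff, the mean activation of sample wells plus 3 SD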; also: some results filed as inactive read as strong as hits
M5 PAM: human M5 muscarinic receptor positive allosteric modulators, primary screen, CHO-K1 cells, Fluo-8 calcium fluorescence | Muscarinic acetylcholine receptor M5 (Homo sapiens), P08912 | CHO-K1 hM5, ACh EC20 PAM; 0% = ACh EC20, 100% = ACh EC100 | activation, % at 3 µM | 0.3% of 360,000 active;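 active = activation above the run cutoff, the mean activation of all test compounds plus 3 SD, cut at about 18% in these data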
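System: CHO-K1 hM5 cells. Reagent: acetylcholine, EC20 level. Compound dosing: single dose, 3 µM nominal final test concentration. Timing: Post-acetylcholine fluorescence recording 140 s. Detection: Fluo-8 calcium fluorescence. Read-out: % activation, ACh-normalized. Benchmarks: ACh EC20 and EC100 wells. Repeats: singlicate, one well per test compound.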
CHO-K1 Ca antag: nonselective inhibitor or artifact in parental CHO-K1 cells; AID 602250; inhibition, % at 3 µM; ATP-induced calcium, Fluo-8 fluorescence; 0.6% of 360,000 active;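 active = inhibition above a per-plate cutoff, the plate's mean sample inhibition plus 3 SD, cut at about 24% in these data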;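 also: 0% = DMSO plus EC80 ATP and 100% = DMSO alone without ATP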
* hit, by the source's call. This is a subset (hit frequency here may not be typical).

Every second line gives: CHRM5 antagonist	M4 PAM	CHRM4 agonist	M5 PAM	M4 antag	M5 ag	M1 ag parental	CHO-K1 Ca antag	M1 PAM parental
Cc1nn(CC(C)C)c(Cl)c1C(=O)NC1CCCC1
    -6	3	0	2	-10	-1	6.2	12	4
O=C(NCC1=C(c2cccc3ccccc23)C[C@@H]2CC[C@H]1N2Cc1ccco1)c1cccs1
    14	0	2	-6	-10	-2	1.0	-18	26
CN1CCN(CC#CCOc2ccc(Cl)cc2)CC1
    -1	-5	2	1	4	-27	-0.2	2	-3
O=C(COc1ccc2ccc(=O)oc2c1)N1CCC(C(=O)O)(c2ccccc2)CC1
    6	-2	0	3	6	3	0.2	4	10
CC12CCC3C(CCC4(O)CC(O)CCC34C=NO)C1(O)CCC2C1=COC(=O)C1 (stereo not drawn)
    6	0	1	-9	-4	4	0.9	-6	6
O=c1[nH]c(=O)n(Cc2ccc(F)cc2)c(O)c1C=NCC1CCCO1 (stereo not drawn)
    -18	6	1	38*	-10	0	0.4	-10	14
O=[N+]([O-])c1cccc(NP(=O)(Oc2ccccc2)Oc2ccccc2)c1
    23	-17	18	-12	26	1	5.5	15	1
CC(NCc1ccccc1Cl)C(O)c1ccccc1 (stereo not drawn)
    3	5	0	-2	-2	0	0.5	-10	10
O=C(CN1CCCCC1)c1cccc(Br)c1
    4	-5	0	-3	-6	-4	0.5	-7	18
CC(C)OC(=O)Nc1ccc(N=C(N)N[N+](=O)[O-])cc1
    -3	3	1	-7	-1	-1	0.5	-9	14
C[C@H]1O[C@@H](OC2CC[C@]3(C=O)[C@H]4CC[C@]5(C)[C@@H](C6=CC(=O)OC6)CC[C@]5(O)[C@@H]4CC[C@]3(O)C2)CC2OC(C)(C)OC21 (stereo partly drawn)
    6	-1	0	-3	-4	-1	-0.1	14	-6
CCN(CC)CCCN=C(C)c1c(O)n(C2CCCCC2)c(=O)[nH]c1=O
    -10	10	3	4	-1	-4	-0.2	-1	-4
O=C1NC(c2cc3ccccc3nc2Cl)Nc2ccccc21 (stereo not drawn)
    -6	9	4	-2	-3	2	1.3	7	-1
O=C1CC(=O)N(c2cccc(C(F)(F)F)c2)C(=O)N1
    0	-5	1	0	1	-1	1.4	-12	3
COc1ccc(CN2CCCC(C(=O)c3cccc(Cl)c3)C2)cc1 (stereo not drawn)
    5	-14	2	-16	3	-21	1.8	-10	13
CC(C)NC(=O)c1ccc(N2CC3CC(C2)c2cccc(=O)n2C3)c([N+](=O)[O-])c1 (stereo not drawn)
    2	4	1	2	3	4	5.5	11	18
O=C(O)C1C2c3ccccc3C(c3ccccc32)C1C(=O)Nc1ccccc1 (stereo not drawn)
    16	-9	0	-6	8	0	0.3	-3	-7
CCOc1cccc(OCC)c2c(C)[n+](CC3CCCO3)c(C)c1-2 (stereo not drawn)
    13	-3	1	-5	12	1	0.8	2	6
C=CCN1C(=O)/C(=C\c2ccc(N3CCOCC3)o2)C(=O)NC1=S
    5	-5	1	-7	6	1	2.1	4	-9
N=C1SCC(=O)N1Cc1ccccc1
    -9	-2	0	4	-3	-1	0.1	-2	1
CNC(=O)Nc1ccc(C(=O)N/N=C\C23CC[C@@H](O)CC2(O)CC[C@@H]2[C@@H]3CCC3(C)C(C4=CC(=O)OC4)CCC23O)cc1 (stereo partly drawn)
    9	-10	0	4	0	1	0.6	-14	6
c1ccc(N2C3C4CC(C5CCCC54)C32)cc1 (stereo not drawn)
    13	4	0	6	0	0	1.0	-17	21
CCOC(=O)c1cc(C)n(CCc2cnc[nH]2)c1C
    3	14	-1	7	4	-6	-0.6	-10	16
CN(C)c1ccc([N+](=O)[O-])c([N+](=O)[O-])c1
    21	3	5	0	13	-3	5.1	-9	10
COc1ccc(NC(=O)C2C3CCC(O3)C2C(=O)O)c(OC)c1 (stereo not drawn)
    2	0	2	-4	4	2	0.9	0	9
Cc1cc(C)cc(N2C(=O)NC(=O)/C(=C/c3cccn3-c3ccc(Cl)cc3)C2=O)c1
    4	2	1	3	-3	1	0.3	8	7
COc1ccc(CC(=O)Nc2ccc3c(C(F)(F)F)cc(=O)oc3c2)cc1OC
    5	6	3	-7	0	-3	3.1	-4	11
CCOP(=S)(OCC)Oc1cc(C)oc(=O)c1
    7	5	2	-6	7	1	0.7	-3	-2
C[C@]12CC[C@@H](O)CC1=CCC1C2CC[C@@]2(C)C1C[C@@H](F)[C@H]2O (stereo partly drawn)
    17	3	3	0	-3	2	0.6	-1	-22
C=C1C(=O)OC2CC(C)C3C=CC(=O)C3(C)C(O)C12 (stereo not drawn)
    -9	5	1	10	6	8	0.0	-7	0
COc1ccc2c(c1OC)C(=O)OC2c1c(O)n(Cc2ccc(F)cc2)c(=O)[nH]c1=O (stereo not drawn)
    10	-1	0	-2	0	1	0.2	-4	14
Cc1cc(C)n2nc(SCC(=O)N3CCC4(CC3)OCCO4)nc2n1
    7	14	1	-4	-8	2	0.5	-14	11
Cc1nn(Cc2ccccc2)c(Cl)c1C(=O)O
    -4	5	0	7	-1	1	1.0	-12	19
O=C1NC(=O)N(Cc2ccc(F)cc2)C(=O)/C1=C\c1ccc([N+](=O)[O-])s1
    3	-2	6	-6	3	22	9.5	3	8
CCN1C[C@@]2(COC)C3[C@@H](OC)[C@H]4[C@@H]1[C@@]3(C1C[C@H]3[C@H](OC(=O)c5ccccc5)C1[C@]4(OC(C)=O)C[C@H]3OC)[C@@H](OC)C[C@H]2O (stereo partly drawn)
    0	9	0	1	-14	2	-0.5	-7	18
C=CCN(CC=C)C(=O)Nc1ccc(OCC)cc1
    -6	4	1	17	-2	0	-0.2	3	8
CC(C#N)CCC#N (stereo not drawn)
    4	-2	0	-3	-5	2	0.3	-18	6
COC(=O)[C@@]1(Cc2ccc(F)cc2)[C@H]2c3cc(C(=O)N(C)C)[nH]c3C[C@H]2CN1C(=O)c1ccccc1
    2	0	1	-3	0	3	1.0	-10	-1
Cc1cc(C)c2c(ccc3cccc[n+]32)c1
    14	-7	0	-2	8	-3	0.2	-1	-4
CC(C)OCCCNC(=O)c1c(N)n(CC2CCCO2)c2nc3ccccc3nc12 (stereo not drawn)
    13	8	4	6	24	-1	0.9	-10	8
CCOC(=O)[C@]12Cc3ccccc3[C@H]1N(C(C)C)C(=O)c1ccccc12
    6	6	0	4	-12	-3	0.2	-13	2
CCCN(CC1CC1)CC(O)c1ccccc1 (stereo not drawn)
    9	0	0	0	5	-4	0.7	-9	6
COc1cc(/C=N/n2cnnc2)ccc1OC(=O)N(C)C
    -2	2	2	4	3	3	-0.1	-1	-10
Nc1ccc(CCN2CCN(c3cccc(C(F)(F)F)c3)CC2)cc1
    1	-5	4	-11	-4	1	2.2	1	10
CCCC(=O)Nc1cc(C(=O)N2CCC3(CC2)OCCO3)ccc1S(=O)(=O)c1ccc(C)cc1
    -17	-3	0	8	6	0	-0.3	-10	18
CC(=NCC1CCCO1)c1c(O)n(C2CCCCC2)c(=O)[nH]c1=O (stereo not drawn)
    16	-17	13	-13	3	1	4.9	0	1
O=[N+]([O-])c1ccc(C2[C@H]3C(c4ccccc4)=NC4(CCCC4)N23)cc1 (stereo partly drawn)
    10	0	1	-3	-11	-2	0.1	-8	9
Cc1nn(Cc2ccccc2)c(C)c1C(=O)NCc1ccccc1F
    0	3	2	-7	-5	-4	1.8	-16	18
CCc1c(C)nc(N)nc1N1N=C1SC(C(C)=O)C(C)=O
    10	-14	20	-17	-3	-1	4.0	-8	6
CCN(CC)C(=O)c1ccc(NC(=O)c2cccc(F)c2)cc1
    1	0	1	-2	1	-1	2.3	2	22
CCN1CCN(c2nc3ccccc3s2)CC1
    -4	0	1	1	2	-1	0.2	-29	16
CN1CCN(/N=C/c2c(O)n(C)c(=O)n(C)c2=O)CC1
    18	-3	0	-9	-12	-2	0.5	-7	12
COC(=O)C1=C(c2cccc(OC)c2OC)C[C@@H]2CC[C@H]1N2C(=O)NCc1ccccc1
    11	0	4	0	11	-2	-0.1	-5	-1
COc1cc2[nH]c(=O)n(-c3ccccc3)c(=O)c2cc1OC
    -10	-5	1	1	5	-2	0.2	1	8
CCCCn1c(O)c(C(C)=NCCCN(CC)CC)c(=O)[nH]c1=O
    6	-5	1	-4	14	-3	-0.1	11	-8
CN1CCN(c2c(N)c(=O)oc3ccccc23)CC1
    0	1	1	-4	1	-6	0.1	15	-8
COc1ccc(OCC#CCN2CCCCCC2)cc1
    3	-12	0	-17	8	-12	0.2	-1	8
O=C(O)Cn1cc(C(=O)c2ccccc2)c2ccccc21
    3	8	-1	-1	4	-1	-0.2	-20	10
O=P1(c2ccccc2)CC=CC1
    -7	14	1	1	-20	1	0.2	-6	3
COc1cc(OC)c(OC)cc1CN1CCN(C(=O)COc2ccc3ccccc3c2)CC1
    8	1	3	0	2	-2	4.1	-10	18

Remaining list, next part
Every second line gives: CHRM5 antagonist	M4 PAM	CHRM4 agonist	M5 PAM	M4 antag	M5 ag	M1 ag parental	CHO-K1 Ca antag	M1 PAM parental
CC12CCC(=O)C=C1CC(N1CC1)C1C2CCC2(C)C(O)CCC12 (stereo not drawn)
    7	-1	0	2	-1	1	0.3	-17	15
COc1ccc(NC2=NC(C)(C)CS2)cc1
    12	-12	15	-13	3	-12	5.5	-6	6
CC1(C)CN=C(Nc2ccccc2C(F)(F)F)S1
    2	-8	16	-6	3	0	6.7	-12	17
CCNC(=O)NC(=O)C(C)OC(=O)c1c(C)nn(Cc2ccccc2Cl)c1Cl (stereo not drawn)
    -3	-9	-2	1	1	-3	0.2	6	-6
CCCCC(=O)N/N=C/c1c(O)n(C2CC2)c(=S)[nH]c1=O
    2	3	1	-4	2	1	0.1	7	-10
Cn1c(O)c(C=Nc2ccccc2)c(=O)n(C)c1=O
    16	-7	16	-8	11	3	5.5	10	9
Cc1nc2ccccc2c(=O)n1-c1cccc(C(F)(F)F)c1
    1	6	2	3	-4	2	7.0	11	4
CSC(=Nc1ccccc1)c1c(O)n(C)c(=O)n(C)c1=O
    -3	3	0	-3	6	0	-0.4	-12	-8
CC1=CC(=Cc2sc3ccccc3[n+]2C)C=C(C)O1
    -5	6	0	0	-1	-6	0.5	5	5
Cc1nn(Cc2ccccc2)c(Cl)c1C(=O)OCC(=O)N1CCCC1
    -1	20	2	12	-9	1	0.2	-22	20

Entries of single compounds from above. Order of values: CHRM5 antagonist | M4 PAM | CHRM4 agonist | M5 PAM | M4 antag | M5 ag | M1 ag parental | CHO-K1 Ca antag | M1 PAM parental
COC(=O)C1=C(c2cccc(OC)c2OC)C[C@@H]2CC[C@H]1N2C(=O)NCc1ccccc1 across the screens: 11 | 0 | 4 | 0 | 11 | -2 | -0.1 | -5 | -1
O=C(O)Cn1cc(C(=O)c2ccccc2)c2ccccc21 across the screens: 3 | 8 | -1 | -1 | 4 | -1 | -0.2 | -20 | 10

From PubChem
